High-throughput results (PubChem)
SRC3 TRFRET art: TR-FRET detection interference compounds, artefact control for PPARgamma SRC-3 recruitment agonists, biochemical, TR-FRET ratio | TR-FRET artefact counter-screen, PPARgamma/SRC-3 format; hits give high values | TR-FRET ratio at 8 µM | 0.39% of 99,000 active | AID 1048, 2008; in the data active = TR-FRET ratio above about 2000; note: inactives centre near 1600
SRC1 TRFRET art: TR-FRET detection interference compounds, primary screen, artefact control for PPARgamma SRC-1 recruitment agonists, biochemical, TR-FRET emission ratio; TR-FRET detection artefact counter-screen; hits give high values; 0.34% of 99,000 active; TR-FRET ratio at 8 µM; in the data active = TR-FRET ratio above about 2300; note: inactives centre near 1800
An asterisk follows results filed as active. This is a subset (hit frequency here may not be typical).

SMILES	SRC3 TRFRET art	SRC1 TRFRET art
O=C(NC(=S)NNC(=O)c1cc2ccccc2cc1O)c1ccco1	1611	1869
CC(C)(C)c1ccc(C(=O)Nc2ccc(Cl)cc2)cc1	1499	1637
CN(C)c1cc[n+](/C(C(=S)Nc2ccc(SC(F)F)cc2)=C(/[O-])c2ccccc2)cc1	1510	1915
CC(=O)Nc1ccc(S(=O)(=O)Oc2ccc(C=O)cc2)cc1	1670	2093
COc1cccc(CN2CCNC(=O)C2CC(=O)NC2Cc3ccccc3C2)c1 (centres undefined)	1434	1735
CCC(C)NC(=O)C1CCN(S(=O)(=O)N2CCC3(CC2)OCCO3)CC1 (centres undefined)	1629	1889
Nn1c(SCc2ccccc2)nc2c(cnn2-c2ccccc2)c1=O	1860	1692
CC1CCN(C(=O)CSc2ccc(-c3ccccc3)nn2)CC1	1418	1953
CC1(C)Oc2ccc(C(=O)NN)cc2NC1=O	1628	1681
COc1ccc(NC(=O)c2ccc(-c3ccc(C)c4ccccc34)o2)cc1	1436	1559
On1nnc2ccc3ccccc3c21	1445	1779
CCOc1ccc(-c2cc(C(=O)NN=C3CCN(C)CC3)[nH]n2)cc1	1524	1784
O=C(O)c1c(C(=O)N2N=C3/C(=C/c4ccccc4)CCCC3C2c2ccccc2)cccc1[N+](=O)[O-] (centres undefined)	1442	1625
CC(=O)NC(Cc1ccc(C)cc1)C(=O)NC1CCN(C(=O)c2ccc([N+](=O)[O-])cc2)CC1 (centres undefined)	1446	1710
CN(C)CCNCCCOc1ccccc1-c1ccccc1	1433	1697
Cc1nn(C)cc1CN(C)C(=O)c1cc(COc2ccc(F)cc2F)on1	1676	1766
C=CCn1c(SCC(=O)Nc2nnc(CC)s2)nnc1-c1ccncc1	1271	1742
Cc1cccc(CC2SC(N)=NC2=O)c1 (centres undefined)	1573	1794
Cc1ccc(NS(=O)(=O)c2ccc3[nH]c(=O)sc3c2)cc1	1674	1938
CCOC(=O)/C(C#N)=C\c1cn(C)c2ccccc12	1539	1612
CSc1ccccc1NC(=O)CN(C)C(=O)c1cccc(S(=O)(=O)N(C)C)c1	1598	1628
O=C1Nc2ccccc2C(=O)N2CCCCC12 (centres undefined)	1479	1702
Cc1ccsc1/C=N/NC(=O)C1CC(=O)N(c2ccccc2)C1 (centres undefined)	1422	1735
COc1ccc(/C=C/C=C2\NC(=S)NC2=O)cc1	1718	2102
O=C(Cc1ccccc1)Nn1c(-c2ccccc2)nc2ccccc2c1=O	1646	1624

Part of the list above, set out differently:
structure | SRC3 TRFRET art | SRC1 TRFRET art
O=C(NC(=S)NNC(=O)c1cc2ccccc2cc1O)c1ccco1 | 1611 | 1869
CC(C)(C)c1ccc(C(=O)Nc2ccc(Cl)cc2)cc1 | 1499 | 1637
CN(C)c1cc[n+](/C(C(=S)Nc2ccc(SC(F)F)cc2)=C(/[O-])c2ccccc2)cc1 | 1510 | 1915
CC(=O)Nc1ccc(S(=O)(=O)Oc2ccc(C=O)cc2)cc1 | 1670 | 2093

Later entries:
SMILES	SRC3 TRFRET art	SRC1 TRFRET art
Cc1ccc(C(=O)N2CCN(C(=O)CN3CCOCC3)C2)cc1	1442	2085
CCOC(=O)c1snc(C(=O)NC2CCCCC2)c1N	1531	1675
CN1C=CC=C/C1=C1/N=C(c2ccccc2)OC1=O	1390	1987
COc1ccc(S(=O)(=O)Nc2nnc(CC(C)(C)C)s2)cc1	1405	1674
CCN(Cc1ccncc1)C(=S)Nc1c(C)cccc1C	1419	1775
CCOc1ccc2nc(SCC(=O)NC(=O)C(C)C)sc2c1	1424	1708
CC(=O)c1sc(NC(=O)c2cc(-c3ccccc3)nn2-c2ccccc2)nc1C	1471	1678
CCCN(CCC)c1cc(Cl)nc(N)n1	1541	1803
CC(=O)Nc1cccc(/C(C)=N/NS(=O)(=O)c2ccc(C)cc2)c1	1697	1817
COc1ccc(/C=N/N=C2/CC(C)(C)Cc3n[nH]c(=O)cc32)cc1	1434	1490
Cn1cc(C(=O)CCl)c2ccccc21	1599	2035
NS(=O)(=O)c1ccc(N/C=C/C(=O)c2ccc(Br)cc2)cc1	1504	1545
Cc1oc(=O)c(NC(=O)c2ccccc2)cc1C(N)=O	1192	1489
Cc1ccc(NC(=O)Nc2cccc(Cl)c2)c(C(=O)O)c1	1593	1790
Cc1nn(Cc2ccccc2)c(C)c1NC(=O)CCCn1nc([N+](=O)[O-])c(Cl)c1C	1319	1637
Cc1ccc(Cc2cnc(N3C(=N)SC(c4ccccc4)C3=O)s2)cc1 (centres undefined)	1684	1657
Cc1cc(NC(=S)N(Cc2cccc(Br)c2)CC2CCC(C(=O)O)CC2)ccc1Cl (centres undefined)	1636	1702
CCn1c(SCC(=O)N(C)C2CCS(=O)(=O)C2)nnc1-c1ccccc1 (centres undefined)	1572	1853
COc1ccc(COC(=O)N/N=C(\C)CC(=O)Nc2ccc(Cl)cc2)cc1	1617	1749
COc1ccc(-n2c3c(cc(C#N)c2=O)C(=O)CCC3)cc1	1566	1696
N/C(=N\OC(=O)Cc1ccccc1)c1ccncc1	1581	1672
Cc1ccc(S(=O)(=O)N2CCC(=O)N(C(COCc3ccc(C(F)(F)F)cc3)C(C)C)CC2)cc1 (centres undefined)	1643	1883
Brc1cc2c(cc1/C=N/Nc1nc(N3CCCCC3)nc(N3CCCCC3)n1)OCO2	1486	1980
O=C(NN=C1CCC(=NNC(=O)c2ccccn2)CC1)c1ccccn1	1507	1682
Nc1ccc(Nc2nc(-c3cc4ccccc4oc3=O)cs2)cc1	1844	1854
Continued.
SMILES	SRC3 TRFRET art	SRC1 TRFRET art
Cc1ccc(C(=O)NC(=S)NNC(=O)CCN2CCOCC2)cc1	1836	1774
Cn1cnc(S(=O)(=O)NCc2ccccc2)c1	1658	1986
CCOc1cc(N2CCOCC2)c(OCC)cc1NC(=O)COC(=O)c1ccccc1C	1444	1625
NS(=O)(=O)c1ccc(NN=C2CCCCC2)c([N+](=O)[O-])c1	1576	1584
Cc1ccc(S(=O)(=O)N2CCC(C)CC2)cc1[N+](=O)[O-]	1310	1680
CCCCOC(=O)C(C)Sc1n[nH]c(=O)[nH]c1=O (centres undefined)	1579	1588
COc1cccc(C2N(c3ccccc3)CCN2c2ccccc2)c1OC	1603	1818
CC(NC(=O)COC(=O)c1ccc([N+](=O)[O-])s1)c1ccccc1 (centres undefined)	1610	2094
Cc1cccn2c(=O)c(C=O)c(N3CCCCC3)nc12	1742	1852
CCN1C(=O)C(CC(=O)Nc2ccc(C)cc2C)Nc2cc(S(=O)(=O)N(C)C)ccc21 (centres undefined)	1522	1743
Cc1nc(N)sc1C(=O)N/N=C/c1ccccc1[N+](=O)[O-]	1593	1680
O=C1N(c2ccccc2)C[C@@H]2C[C@@H](c3cccc4c3OCO4)N3CCC[C@@]123	1478	1667
Cc1nc(N2CCN(Cc3ccc4c(c3)OCO4)CC2)c2cc(-c3ccccc3)sc2n1	1972	1895
CCN1CCN(CCOCCOc2ccccc2-c2ccccc2)CC1	1568	1680
C#CCOCCOCCOCCNc1nc(N2CCN(C(=O)C([C@@H](C)CC)n3cc(C(N)Cc4ccc(O)cc4)nn3)CC2)nc(N2CCN(C(=O)[C@H](CCC(=O)O)n3cc(C(N)CO)nn3)CC2)n1 (some centres undefined)	1622	1757
Fc1ccc(-n2cc(CNCCc3ccccn3)c(-c3ccccc3Cl)n2)cc1	1486	1650
CCc1nnc(NC(=O)COc2ccc([N+](=O)[O-])cc2)s1	1543	1937
O=C(O)/C=C/c1cnc2ccccc2c1	1364	1571
CCOC(=O)c1c(NC(=O)Cn2cnc3scc(-c4ccc(C)cc4)c3c2=O)sc(C)c1C	1867	1815
Cc1cccc(C(=O)NNS(=O)(=O)c2ccccc2)c1O	1388	1848
CCCN1CCN(C(=S)Nc2ccc(SC(F)F)cc2)CC1	1659	1574
COc1ccc(/C=N/Nc2cc(N3CCCC3)nc(N3CCCC3)n2)cc1	1515	1720
COC(=O)c1ccc(COC(=O)Cc2n[nH]c(=O)c3ccccc23)cc1	1634	1614
COCCNC(=O)CNC(=S)N(CCCN1CCOCC1)Cc1cccs1	1721	1884
CCn1c(CCCOc2ccc(Cl)cc2Cl)n[nH]c1=S	1494	1840

Single records, as listed above:
`O=C1Nc2ccccc2C(=O)N2CCCCC12` (centres undefined) across the screens: SRC3 TRFRET art: 1479; SRC1 TRFRET art: 1702
`CC1(C)Oc2ccc(C(=O)NN)cc2NC1=O` across the screens: SRC3 TRFRET art: 1628; SRC1 TRFRET art: 1681
`Nn1c(SCc2ccccc2)nc2c(cnn2-c2ccccc2)c1=O` across the screens: SRC3 TRFRET art: 1860; SRC1 TRFRET art: 1692

(listing goes on)
SMILES	SRC3 TRFRET art	SRC1 TRFRET art
CC1CCc2c(sc(NC(=O)COC(=O)c3ccc(O)cc3)c2C#N)C1 (centres undefined)	1747	1822
C=C(C)CN(CC)C(=O)c1ccc(OC2CCN(S(=O)(=O)N(C)C)CC2)cc1	1419	1585
COc1ccc(CC(=O)NNC(=O)Cc2ccc(OC)cc2)cc1	1662	1887
Cc1ccc(S(=O)(=O)NCCC(=O)OCC(=O)Nc2cccc(S(=O)(=O)NC3=NCCCCC3)c2)cc1	1531	1891
COC(=O)c1cnn2c1C(=O)N(Cc1cccs1)CC2	1520	2022
Cc1ccc(CNC(=O)C2CCCN(c3nc(C)cc(C)n3)C2)cc1 (centres undefined)	1539	1534
COc1ccc(OC)c(-n2c(-c3cc(-c4ccccc4)n[nH]3)n[nH]c2=S)c1	1527	1893
O=c1cc(-c2ccccc2)[nH]c2cc(F)ccc12	1394	1788
Nc1nnc(SCC(=O)OCc2ccc(Cl)c(Cl)c2)s1	1623	1703
COc1ccc2[nH]c3c(=O)n4c(nc3c2c1)SCC4	1326	1626
Cc1ccc(NC(=O)c2nc[nH]c2C(=O)N2CCOCC2)c(C(=O)c2ccccc2)c1	1649	1721
CCCOc1ccc2oc(=O)c3c(c2c1)CCCN3C(=O)CN1CCN(C(=O)c2ccco2)CC1	1598	1832
CC(C)N(Cc1nc(-c2ccccc2)no1)C(=O)c1ccc([N+](=O)[O-])cc1	1565	2010
Cc1ccccc1OCCNC(=O)CSc1ccc(C(F)(F)F)cc1[N+](=O)[O-]	1665	1746
O=C(CNS(=O)(=O)c1cccc(Cl)c1)Nc1ccc(-c2nc3ccccc3s2)cc1	1843	1859
Cc1cc2cc(C#N)c(NCCNC(=S)NCCCN3CCOCC3)nc2cc1C	1528	1616
O=S(=O)(NC1CC1)c1ccc(S(=O)(=O)N2CCC3(CC2)OCCO3)cc1	1815	1655
S=C(c1cn(Cc2ccccc2)c2ccccc12)N1CCOCC1	1770	1778
Cc1ccc(C(=O)CCNc2ccc(F)c(Cl)c2)o1	1591	1991
COc1ccc2cc(CCNC(=O)C(C)C)c(=O)[nH]c2c1	1606	2084
CC(=O)N1CCN(C(=S)c2cccc([N+](=O)[O-])c2)CC1	1594	1812
Cc1ccccc1CN1C[C@@H]2C[C@@H](c3cn(C)nc3-c3ccccc3)N3CCC[C@@]23C1=O	1471	1714
CCC(=O)c1cc(F)ccc1OCC(=O)N1CCN(c2ccc(F)cc2)CC1	1469	1849
CC(C)(C)NC(=O)C(c1ccccn1)N(C(=O)C1CSC(=O)C1)c1ccccc1F (centres undefined)	1664	1858
CCN(C(=O)CSc1nc2ccc([N+](=O)[O-])cc2s1)C1CCS(=O)(=O)C1 (centres undefined)	1697	1624
The list goes on:
SMILES	SRC3 TRFRET art	SRC1 TRFRET art
Cn1cnc(C(F)(F)F)c1-c1ccc([N+](=O)[O-])cc1	1545	1769
Cc1nc2cc3nc(C(F)(F)F)[nH]c3cc2[nH]1	1527	1673
Cc1ccnc(NC(=O)/C=C/c2cccs2)c1	1620	1808
NS(=O)(=O)c1ccc(CCNC(=O)CSc2ccsc2[N+](=O)[O-])cc1	1560	1645
Cc1cccc2cc(CN(CC3CCCO3)C(=S)Nc3ccccc3)c(=O)[nH]c12 (centres undefined)	1373	1577
O=C(Cc1c(Cl)cccc1Cl)Nc1cccnc1	1353	1921
CCN(CC(=O)NCc1cccs1)C(=O)c1ccc(S(=O)(=O)N(C)C)cc1	1369	1745
COc1ccc(S(=O)(=O)NC(CC(=O)O)c2ccco2)cc1 (centres undefined)	1594	1842
CCO[C@H]1OC(C(=O)N2CCOCC2)=C[C@@H](c2coc3ccccc3c2=O)[C@@H]1CCCO	1627	1810
COc1cc(CN2CCNC(=O)C2CC(=O)N2CCCO2)cc(OC)c1 (centres undefined)	1317	1715
CC(C)CN(C(=O)CN1CCCCCC1)c1c(N)n(CC(C)C)c(=O)[nH]c1=O	1509	1597
C=CCSc1ncc(-c2ccccc2)cn1	1411	1757
Cc1cc(C(=O)N/N=C2\CC(=O)CC(C)(C)C2)c2ccccc2n1	1578	1856
Cc1ccccc1N(C(=O)Cc1c[nH]c2ccccc12)C(C(=O)NC1CCCCC1)c1ccco1 (centres undefined)	1585	1566
O=C(N/N=C/c1ccc([N+](=O)[O-])o1)c1ccc(O)cc1	1873	2008
CSc1ccccc1NC(=O)CN(C)CC(=O)Nc1ccccc1C(F)(F)F	1546	1642
O=S(=O)(Nc1ccccc1O)c1cccc2cccnc12	1486	1621
COc1ccccc1NC(=O)COC(=O)c1ccccc1C(=O)N1CCN(c2ccccc2)CC1	1561	1852
Fc1ccc(N2N=C(c3cccs3)CC2c2ccccc2)cc1 (centres undefined)	1716	1626
Cc1cccc(C)c1N1CCN(C(=O)Cn2cncn2)CC1	1648	1825

Pulled one by one from above, 4 records:
SMILES	SRC3 TRFRET art	SRC1 TRFRET art
NS(=O)(=O)c1ccc(CCNC(=O)CSc2ccsc2[N+](=O)[O-])cc1	1560	1645
CCN(CC(=O)NCc1cccs1)C(=O)c1ccc(S(=O)(=O)N(C)C)cc1	1369	1745
Cc1cccc(C)c1N1CCN(C(=O)Cn2cncn2)CC1	1648	1825
Cc1cc(C(=O)N/N=C2\CC(=O)CC(C)(C)C2)c2ccccc2n1	1578	1856
